ST2 inh = blocks human ST2 binding to IL-33; AlphaLISA ST2-Fc/biotin-IL-33 interaction, 1 h; inhibition, % for hits at 17 µM; hit rate 2.3% among 78,000; AID 1259354; in the data active = inhibition above about 30%; inconclusive = mostly about 10% to 28%
Target sequence (Q01638 whole entry, looked up): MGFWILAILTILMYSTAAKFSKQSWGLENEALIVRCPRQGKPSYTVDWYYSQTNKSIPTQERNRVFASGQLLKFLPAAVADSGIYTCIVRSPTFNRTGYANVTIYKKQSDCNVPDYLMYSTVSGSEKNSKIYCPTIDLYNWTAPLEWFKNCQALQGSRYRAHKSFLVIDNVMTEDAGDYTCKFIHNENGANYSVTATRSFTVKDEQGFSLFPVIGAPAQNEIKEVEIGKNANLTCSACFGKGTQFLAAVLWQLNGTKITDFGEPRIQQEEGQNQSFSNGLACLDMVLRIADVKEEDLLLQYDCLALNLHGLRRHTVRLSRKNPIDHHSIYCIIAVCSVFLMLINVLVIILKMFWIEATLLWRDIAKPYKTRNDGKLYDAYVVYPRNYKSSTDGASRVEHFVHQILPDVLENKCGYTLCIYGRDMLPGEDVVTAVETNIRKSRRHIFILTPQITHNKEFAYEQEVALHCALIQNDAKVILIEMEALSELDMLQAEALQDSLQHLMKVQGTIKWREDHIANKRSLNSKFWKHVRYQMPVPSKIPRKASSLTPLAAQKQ
* = called active by the depositor; i = inactive; ? = inconclusive.

SMILES | ST2 inh
COc1nccnc1-c1ccc2c(c1)OCO2 | i
O=C(NCc1cccnc1)c1ccc(Br)cc1 | i
COc1cc2c(C(=O)N3CCC(C(N)=O)CC3)cn(CC(C)C)c(=O)c2cc1OC | i
O=C(C1=CCCC1)N1CCCC(Nc2ccc3c(c2)OCCO3)C1 (stereo unspecified) | i
Cc1cc([N+](=O)[O-])nn1CCCC(=O)NC(C)c1ccccc1 (stereo unspecified) | i
CCOc1cc(CN2CCN(Cc3cc(Br)ccc3OC)CC2)ccc1OC | i
CC(C)(C)c1ccnc(N[C@H]2CO[C@H]3[C@@H]2OC[C@@H]3NS(=O)(=O)c2ccc3ccccc3c2)n1 | i
O=C1CCC2(CCN1)CCN(C(=O)C/C=C/c1ccccc1)CC2 | ?
Cc1ccccc1N1CCN(S(=O)(=O)C[C@]23CC[C@H](C[C@@H]2NC(=O)[C@@H](N)CCS(C)(=O)=O)C3(C)C)CC1 | ?
COc1ccc(Br)cc1C1C(C(=O)OC2CCCCC2)=C(C)Nc2nnnn21 (stereo unspecified) | i
COC(=O)c1c(NC(=O)c2ccc(Cl)s2)sc2c1CCN(Cc1ccccc1)C2 | i
CCN(CC)CCNC(=O)c1ccc2c(c1)N(Cc1cc(C)ccc1C)C(=O)CS2 | i

Further entries:
SMILES | ST2 inh
COc1ccc(C2CC(C(F)(F)F)n3nc(C(=O)NC4CCCCC4)c(Cl)c3N2)cc1 (stereo unspecified) | i
CSC1=NCCN1C(=O)c1ccc(C(C)(C)C)cc1 | i
O=C1OC(C(=O)Nc2cccc(Br)c2)Cc2ccccc21 (stereo unspecified) | i
CCc1ccc(CN(C)Cc2cnc(S(=O)(=O)CC)n2Cc2ccccc2)nc1 | i
Cc1nc(N)nc(OCC(F)(F)C(F)F)c1Br | i
Cc1cc(C2CCC2)nc(N[C@@H]2C[C@@H](CO)N(C)C2)n1 | i
Cn1nnnc1SCCNC(=O)c1cnc(-c2ccccc2)nc1 | i
CC(C)NC(=O)NCCc1nc2cccnc2n1C1CCCCC1 | ?
CN(C)c1ccc(-c2nc3c(=O)n(C)c4ccccc4c3o2)cc1 | i
COc1cc(/C(C#N)=C/c2cccc(Br)c2)c([N+](=O)[O-])cc1OC | ?
Fc1ccc(-c2cn3nc4c(nc3n2)CCCC4)cc1 | ?
CC1CN(C2CCN(Cc3ccccn3)CC2)CC(C)O1 (stereo unspecified) | i

Additional entries.
SMILES | ST2 inh
CCOc1cccc2cc(C(N)=O)c(=Nc3cccc(C)c3)oc12 | i
Cc1ncsc1CCCNC(=O)c1cnn2c1CCCC2 | i
O=C(NC1CCCCCC1)c1ccc2nc3cc(Cl)ccc3c(=O)n2c1 | i
CSc1ccc(/C=C2\C(=O)ON=C2c2ccccc2)cc1 | ?
CCCc1nnc([C@H]2CCN(Cc3ccc(NC(C)=O)cc3)C2)o1 | ?
Cc1nn(CCCC(=O)Nc2sc3c(c2C(N)=O)CCCC3)c(C)c1[N+](=O)[O-] | i
CCOC(CCNC(=O)c1cc2cc3ccc(OC)cc3nc2s1)OCC | i
O=C(NC(=O)c1ccccc1)Oc1ccc(F)cc1 | i
Cc1ccc(NC(=O)NCCc2nc3cccnc3n2-c2ccccc2)cc1C | ?
CCCn1c(C(C)NC(=O)COc2ccccc2)nc2ccccc21 (stereo unspecified) | ?
COc1ccc(CN2CCNC(=O)C2CC(=O)N(C)Cc2cnn(C)c2)c(C)c1C (stereo unspecified) | i
COc1cccc(C(=O)Nc2cc(N3CCCS3(=O)=O)ccc2C)c1OC | ?

The list goes on.
SMILES | ST2 inh
CC(C)c1cc(CN(C)C(=O)c2ccc(C#CC(C)(C)O)o2)on1 | i
CCCc1nnc([C@H]2CCN(Cc3ncc[nH]3)C2)o1 | i
COc1cc(C)c(Cl)cc1S(=O)(=O)N1CCN(c2nc(C)cc(N3CCCCC3)n2)CC1 | i
CN(Cc1ccccc1)S(=O)(=O)c1ccc2c(c1)CCN2C(=O)CCC(=O)O | i
O=C(NCCc1ccc(Cl)cc1)C1C2C=CC3(CN(Cc4cccs4)C(=O)C13)O2 (stereo unspecified) | i
Cc1ccc(CN2CCN(c3ccncc3F)CC2)cc1 | i
O=C(NC[C@H]1O[C@@H](CC(=O)N2CCc3ccccc32)[C@H](O)[C@@H]1O)Nc1cccc(F)c1 | ?
Cc1cc(C)cc(OCC(=O)Nc2cccc(-c3nc4ncccc4o3)c2)c1 | i
Cc1cc(CN(C)Cc2cc3cc4c(cc3[nH]c2=O)CCC4)no1 | i
CC(C)C(C(=O)O)N1C(=O)c2cccc([N+](=O)[O-])c2C1=O (stereo unspecified) | i
O=C(NCCC12CC3CC(CC(C3)C1)C2)c1cccs1 | i
COCc1nc(N[C@@H](C)c2ncccc2C)c2cnn(C)c2n1 | i

Reprinted at random: 3 records from the list
SMILES | ST2 inh
Cc1cc(C)cc(OCC(=O)Nc2cccc(-c3nc4ncccc4o3)c2)c1 | i
O=C(NCCC12CC3CC(CC(C3)C1)C2)c1cccs1 | i
Cc1cc(CN(C)Cc2cc3cc4c(cc3[nH]c2=O)CCC4)no1 | i

Continued:
SMILES | ST2 inh
CCN(C(C)=O)C1CCN(c2nccc(CCC(F)(F)F)n2)C1 (stereo unspecified) | i
CCn1cc(-c2c(-c3ccccc3)ncn2Cc2sc(COC)nc2C)c(C)n1 | i
Nc1ccccc1C(c1ccc(O)cc1)c1ccc(O)cc1 | i
COc1ccc(N=c2oc3ccccc3cc2C(=O)Nc2ccc(C)cc2)cc1 | i
Cc1nc(Cl)c(Cl)n1CC(=O)Nc1cc(-c2ccccn2)nn1C | ?
Cc1ccc(Oc2ncccc2CNC(=O)C(C)N2CCCC2)cn1 (stereo unspecified) | i
CC(=O)N(C)c1ccc(NC(=O)CNCCc2cccs2)cc1 | i
COc1cc(C2Nc3ccccc3-c3nnc(SC)nc3O2)cc(Cl)c1O (stereo unspecified) | i
CC12CC3(C)CC(C)(C1)CC(C(N)=O)(C2)C3 | i
O=C(c1ccc(F)cc1)c1ccc(N2CCCCC2)cc1 | i
Cc1nn(C)c(C)c1S(=O)(=O)N1CC(c2ccccn2)C1 | i
CC1=C(C(=O)N(CC2CCN(Cc3ccccc3C)CC2)CC2CCCO2)OCCO1 (stereo unspecified) | ?

Next structures follow.
SMILES | ST2 inh
COc1ccc(C(=O)Nc2cccc(OCc3cc(=O)n4cc(Cl)ccc4n3)c2)cc1 | ?
COc1ccc(S(=O)(=O)NC[C@H]2O[C@@H](CO)[C@@H](O)[C@H]2N2CCOCC2)cc1 | i
Cn1c(=O)cc(SCC(=O)Nc2ccccn2)c2ccccc21 | i
CCCc1c(C)nc2ncnn2c1Sc1ccccc1NC(=O)Nc1ccc(Cl)cc1 | ?
COc1ccccc1OCC(=O)Nc1ccc(S(=O)(=O)N2CCOCC2)cc1 | i
CCOc1cc(CN2CCCC(C(=O)N(CC)CC)C2)ccc1O (stereo unspecified) | i
Cn1ccnc1-c1nccn1Cc1ccccc1-n1cccn1 | i
CC(C)(C)c1cc(C(=O)CNC2=NCCC2)cc(C(C)(C)C)c1O | i
O=C(CN1CCCN(Cc2cccc(F)c2)S1(=O)=O)Nc1ccc(F)cc1 | i
CN(CCC1CCCCO1)C(=O)CC1(c2cccc(C(F)(F)F)c2)CC(=O)N(C2CC2)C1=O (stereo unspecified) | i
COc1ccc(NC(=O)Nc2cccc(F)c2)cc1 | i
O=C(Cn1c(-c2ccccc2F)nc2ccccc2c1=O)N1CCN(c2ccc(F)cc2)CC1 | i

Continuation.
SMILES | ST2 inh
CN(C)c1ccc(NC(=O)c2c(F)c(F)c(F)c(F)c2F)cc1 | ?
Cc1cccc(NC(=O)NCCc2nc3cccnc3n2-c2ccccc2)c1C | ?
Cc1ccc(NC(=O)c2ccccc2Cl)c([N+](=O)[O-])c1 | i
Cn1cc(N)c(C(=O)Nc2ccc3c(c2)C(=O)NC3=O)n1 | ?
COc1ccc(C2OC[C@H]3O[C@H](OC)[C@H](OCc4ccccc4)C(=O)[C@@H]3O2)cc1 (stereo partly specified) | i
COc1cc(-c2nc3ccccn3c2N)ccc1O | ?
C=CC1(C)CC=C2C(CCC3C(C)(C(=O)O)CCCC23C)C1 (stereo unspecified) | i
Cn1cnc2nc3n(c2c1=O)CCC3 | i
COc1cc2c(cc1OC)C(C(=O)Nc1ccccc1F)C(c1cccs1)N(C)C2=O (stereo unspecified) | i
O=C(CN1C(=O)c2ccccc2S1(=O)=O)NCc1ccc(F)cc1 | i
O=[N+]([O-])c1cccc(-c2noc(C(F)(F)F)n2)c1 | ?
COCCNC(=O)Cn1cnc2sc(C)c(C)c2c1=O | i

Laid out differently: 4 of the compounds above
CC1CN(C2CCN(Cc3ccccn3)CC2)CC(C)O1 (stereo unspecified)
  ST2 inh = i

CCOc1cccc2cc(C(N)=O)c(=Nc3cccc(C)c3)oc12
  ST2 inh = i

Cc1ncsc1CCCNC(=O)c1cnn2c1CCCC2
  ST2 inh = i

O=C(NC1CCCCCC1)c1ccc2nc3cc(Cl)ccc3c(=O)n2c1
  ST2 inh = i

Continuation:
SMILES | ST2 inh
COc1cc2c(cc1OC)C(C(=O)NCCN1CCOCC1)C(c1ccccc1F)N(C)C2=O (stereo unspecified) | ?
CCN(Cc1c(F)cccc1Cl)C(=O)c1cnn2ccn(C)c12 | ?
COc1cc(NC2CCN(Cc3ccccc3)CC2)ncn1 | ?
CC(C)c1ccc(NC(=O)O[C@@H]2CO[C@H]3[C@@H]2OC[C@@H]3NS(=O)(=O)c2ccccc2C#N)cc1 | i
Cc1nc(Oc2ccccc2)c2c3c(sc2n1)CCCC3 | i
Cc1c(Cl)cccc1NC(=O)CC(=O)N1CCC(N(C)C)C1 (stereo unspecified) | ?
O=C(CSc1nnc(COc2ccc3c(c2)CCCC3)o1)Nc1nc(-c2ccccc2)cs1 | i
CN1CCC(N(C)c2ccc(C(=O)N3CCC(CCn4cccn4)CC3)cn2)C1 (stereo unspecified) | i
N#Cc1c(N2CCCCCC2)ncc2cc3ccccc3nc12 | 37%*
CCOc1ccc(NC(=O)CSc2nc(C)cc(C)n2)cc1 | i
COc1nccnc1-c1c[nH]c2ccc(C)cc12 | i
O=C(COc1ccc([N+](=O)[O-])cc1)c1ccc(O)cc1O | i

(next part)
SMILES | ST2 inh
CCOc1ccc(S(=O)(=O)Nc2ccccc2Br)c2cccnc12 | i
O=C(OCCN1CCCCC1)c1c[nH]c2ccccc12 | i
CCOc1ccccc1/C=c1/sc2nc3ccccc3n2c1=O | ?
COc1ccc(N2CSC3=C(C#N)C(c4cc(OC)ccc4OC)CC(=O)N3C2)c(OC)c1 (stereo unspecified) | ?
CCOC(=O)N1CCC(NC2CCN(c3ccc(CC(=O)NCc4ccccc4)cc3)CC2)CC1 | i
O=C(Nc1cc([N+](=O)[O-])ccc1Cl)c1cnc2n(c1=O)CCS2 | ?
COc1ccc(Cl)cc1NC(=O)C(=O)NCCO | i
COC(=O)CN1C(=O)N(CCc2ccccc2)C2(CCN(Cc3nc4ccccc4n3C)CC2)C1=O | i
CCn1c2ccccc2c2cc(CN3CCCN(C)CC3)ccc21 | i
COc1ccc(N2C(=O)c3cccnc3C2=O)cc1 | ?
O=c1[nH]c(Cc2ccccc2)nc2c1C1(CCCCC1)Cc1ccccc1-2 | i
O=C(CSCc1cccc(Br)c1)Nc1ccc2c(c1)OCCO2 | ?

(list continues)
SMILES | ST2 inh
Cn1c(=O)c2c(SCC(=O)N3CCCCCC3)nc(-c3ccc(F)cc3)nc2n(C)c1=O | i
CCc1ccc(-c2nc(CN3CCC(C(=O)NCCN(C)C)CC3)c(C)o2)cc1 | ?
CCN(Cc1ccncc1)C(=O)CC1C(=O)NCCN1Cc1cccc(C(F)(F)F)c1 (stereo unspecified) | i
CS(=O)(=O)NCCSCc1ccc(Cl)cc1 | i
Cc1c(-c2ccccc2F)[nH]c2ccc(CNS(=O)(=O)N(C)C)cc12 | i
O=[N+]([O-])c1ccc(CN2CCCCCCC2)cc1 | ?
NC1(C(=O)O)CCN(Cc2cccc(Cn3cccn3)c2)C1 (stereo unspecified) | i
CN(C)c1ncnc2c1CCN(C(=O)c1cnc(Nc3ccccc3)nc1)C2 | ?
CC(CCn1cccn1)N1CCC(Oc2cc(Cl)ccc2C(=O)N2CCCCC2)CC1 (stereo unspecified) | i
COc1ccccc1Nc1nc(-c2ccccc2)cs1 | i
Cc1ccn2c(=O)cc(COc3cccc(NC(=O)COc4ccccc4)c3)nc2c1 | i
CCC(NC(=O)c1cc(C(C)C)nn1C)c1ccc(S(C)(=O)=O)cc1 (stereo unspecified) | i

Additional entries:
SMILES | ST2 inh
CCOc1ccc(Nc2cc(C)nc3ncnn23)cc1 | i
O=C(Nc1cccc(C(F)(F)F)c1)O[C@@H]1CO[C@H]2[C@@H]1OC[C@@H]2Nc1nccc(-c2ccc(-c3ccccc3)cc2)n1 | i
CC1CCN(C(=O)CNC(=O)Cn2ccc3ccccc3c2=O)CC1 | i
Nc1c(C(=O)Nc2nccs2)sc2nc3c(cc12)CCCCC3 | ?
CCC(C)C(c1n[nH]c(CCc2ccccc2)n1)N1Cc2ccccc2C1=O (stereo unspecified) | i
COCc1nnc(NC(=O)CN2CCC(N3CCCC3=O)CC2)s1 | ?
CCn1ncc(NC(=O)Cn2ncc3cc(-c4ccccc4C)ccc32)n1 | i
CCn1c(C2CCCN(Cc3cn(C)nc3-c3ccccc3)C2)n[nH]c1=O (stereo unspecified) | ?
COc1ccc(/C=C/CN2CCC(CCC(=O)Nc3ccccc3Cl)CC2)cc1 | ?
O=C(NCCc1ccccc1)[C@H](CSCc1ccccc1)N1Cc2ccccc2C1=O | i
O=C(c1ccccc1)N1C[C@@H]2C[C@H](C1)c1ccc(-c3ccccc3CN3CCOCC3)c(=O)n1C2 | i
C[C@@H]1O[C@@H](Oc2ccc3ccc(=O)oc3c2-c2c(O)ccc3cc(Oc4ccc5ccc(=O)oc5c4)c(=O)oc23)[C@H](O)[C@H](O)[C@H]1O | i
CN1CCN(c2nc(-c3ccc(Cl)cc3)nc3ccccc23)CC1 | i
CC(C)(C)CC(=O)Nc1ccc(Nc2ccccc2)cc1 | 33%*

Screening results as filed in PubChem.

These rows are one share of the data. The share of hits here may be higher or lower than overall.
